# Bioassay records: PubChem, Sanford-Burnham Center for Chemical Genomics
# PfGluPho inh – PfG6PD enzyme inhibitors, primary screen, biochemical, fluorescence intensity, uHTS | inhibition, % at 20 µM | glucose-6-phosphate dehydrogenase-6-phosphogluconolactonase (Plasmodium falciparum 3D7) | 350,000 compounds, 0.78% hits | PfGluPho enzyme, NADPH resazurin-diaphorase fluorescence;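 active = inhibition reaching at least a set limit at 20 µM in the primary screen, cut at about 59% in these data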;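 note: 0% = DMSO wells with substrate and 100% = DMSO wells lacking glucose-6-phosphate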
# SENP1 inh – human SENP1 catalytic domain inhibitors, primary screen, biochemical, FRET, uHTS; 360,000 compounds, 0.21% hits; inhibition, % at 10 µM; AID 624204, 2012; recombinant SENP1 catalytic domain, CyPet-SUMO1-YPet FRET cleavage; Sentrin-specific protease 1 (Homo sapiens), Q9P0U3;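 active = inhibition at least 30% at 10 µM, raw YFP signal under a set limit, fluorescence ratio 0.5 to 1.5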;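 note: 0% = enzyme with DMSO and 100% = no enzyme wells; some results filed as inactive read as strong as hits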
# Target sequence (Q9P0U3 419-644 limits assumed): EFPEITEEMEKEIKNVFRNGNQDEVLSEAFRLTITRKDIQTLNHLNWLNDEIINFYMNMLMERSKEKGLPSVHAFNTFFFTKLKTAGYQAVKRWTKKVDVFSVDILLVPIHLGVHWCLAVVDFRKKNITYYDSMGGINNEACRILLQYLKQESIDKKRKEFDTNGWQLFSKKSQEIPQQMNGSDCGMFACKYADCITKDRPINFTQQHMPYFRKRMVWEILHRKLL
#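 material = recombinant human SENP1 catalytic domain, His6-tagged | quantity = 20 pM enzyme | reagent = 25 nM SUMO1 FRET substrate | compound dosing = 10 µM single point, 0.5% DMSO | timing = 50 min enzyme reaction, room temperature, light-protected | detection = FRET, CFP and YFP emission | control set = no-enzyme low, enzyme-DMSO high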
# SENP8 inh – human SENP8 protease inhibitors, primary screen, biochemical, fluorescence, Nedd8 protein substrate, uHTS; Sentrin-specific protease 8 (Homo sapiens), Q96LD8; recombinant SENP8; inhibition, % at 20 µM; 360,000 compounds, 0.64% hits; AID 602440, 2012; in the data active = inhibition mostly above about 40%, no sharp cut-off; inactive = mostly below about 27%
# Target sequence (Q96LD8 whole entry, looked up): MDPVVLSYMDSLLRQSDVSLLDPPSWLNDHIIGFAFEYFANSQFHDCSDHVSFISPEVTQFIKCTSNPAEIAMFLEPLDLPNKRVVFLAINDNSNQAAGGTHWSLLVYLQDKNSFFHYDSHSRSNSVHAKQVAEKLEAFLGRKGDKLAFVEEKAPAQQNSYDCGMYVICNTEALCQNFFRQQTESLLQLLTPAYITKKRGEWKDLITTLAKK
# Starred values were filed as active, the others as inactive; i = inactive. Not all compounds are listed, so the mix of outcomes need not match the whole.
SMILES,PfGluPho inh,SENP1 inh,SENP8 inh
O=C(NC1CCC1)C1CCC(=O)N(Cc2ccc(Cl)cc2)C1 (stereo not drawn),-13,-1,14
C[C@@H]1CN([C@H](C)CO)C(=O)CCCn2nncc2CO[C@@H]1CN(C)S(=O)(=O)c1ccccc1,1,-1,0
C#CCN(C[C@@H]1[C@@H](OC(=O)NCc2ccc(OC)c(OC)c2)[C@@H](OC(=O)NCc2ccc(OC)c(OC)c2)CN(C(=O)OC(C)C)N1C(=O)OC(C)C)S(=O)(=O)c1ccc(C)cc1,25,0,-3
CN1OC[C@@H]2CN(C(=O)C(C)(C)C)[C@H](c3cccc(Oc4ccccc4)c3)C[C@@H]21,-17,0,3
C[C@H]1CN([C@@H](C)CO)C(=O)c2cc(Br)cnc2O[C@@H]1CN(C)C(=O)NC1CCCCC1,-17,0,8
C[C@@H]1CN([C@@H](C)CO)C(=O)CCCn2nncc2CO[C@@H]1CN(C)S(=O)(=O)c1ccc(Oc2ccccc2)cc1,9,2,14
NC(=O)C1CCN(C(=O)c2ccc(NS(=O)(=O)/C=C/c3ccccc3)cc2)CC1,-7,2,23
COc1ccc(OC)c(NC(=O)CCNC(=O)N2CC(=O)Nc3ccccc32)c1,-11,1,12
C[C@@H]1CN([C@@H](C)CO)S(=O)(=O)c2ccc(-c3cccc(C#N)c3)cc2O[C@@H]1CN(C)C(=O)c1ccc(F)cc1,14,1,2
CCN(CC)S(=O)(=O)c1ccc(C(=O)NC(=S)N2CCN(c3ccccc3O)CC2)cc1,22,1,-3
CCn1c(SCC(=O)N(C)c2c(N)n(Cc3ccccc3)c(=O)[nH]c2=O)nnc1-c1cccs1,0,0,2
COc1cccc(/C=C/C(=O)OCC(=O)NC2CCCCCC2)c1,3,2,-376
Cc1ccn2c(Cc3ccccc3)c(-c3ccc(F)cc3)nc2c1,77*,18,-336
COc1cccc(C2CC(=O)Nc3cc(C)c(C)cc32)c1 (stereo not drawn),12,3,12
O=C(NC(=S)Nc1cccnc1)c1cccc(Cl)c1,-2,1,17
OC(CNC1CCCCC1)CON=C1CCSc2c(Cl)cccc21 (stereo not drawn),-6,0,6
C[C@H](CO)N1C[C@H](C)[C@@H](CN(C)C(=O)C2CCOCC2)Oc2ncc(Br)cc2C1=O,16,2,4
Cc1cccc(NC(=O)c2ncn3c2C(=O)NC[C@@H]3C)c1,-3,2,5
CC(=NNC(=S)Nc1ccccc1)c1ccccn1,32,3,19
CC1=C(C(=O)N(C)C)CC(CC(=O)NCCCCc2ccccc2)C(=O)N1Cc1ccc(C(C)(C)C)cc1 (stereo not drawn),11,2,7
O=C(CSc1nnc2n1CCCCC2)NCc1ccccc1,-4,-1,4
Cc1ncc(C(O)c2ccc(N(C)C)cc2)n1Cc1ccccc1 (stereo not drawn),11,2,8
CCCn1nc(C(=O)Nc2cccc(S(=O)(=O)N3CCOCC3)c2)c2ccccc2c1=O,5,1,5
C[C@H](CO)N1C[C@H](C)[C@@H](CN(C)Cc2ccccc2)OCc2cnnn2CCCC1=O,-2,1,16
COc1ccc(-c2cc3nc(C)cc(N4CCN(C(=O)c5ccoc5)CC4)n3n2)cc1,19,1,-316
O=C(Nc1cccc(C(F)(F)F)c1)C1CC(=O)N(Cc2ccco2)C1 (stereo not drawn),-8,-2,12
Cc1cc(C)c(NS(=O)(=O)c2ccc3c(c2)oc(=O)n3C)c(C)c1,0,6,23
O=C(COC(=O)/C=C/c1ccccc1)NCc1ccco1,0,2,22
Cc1cc(C)n2nc(C(=O)OCC(=O)Nc3ccc(Cl)cc3)nc2n1,14,-2,16
COc1ccc(CC(Cc2ccc(OC)c(OC)c2)NC=O)cc1OC,3,-1,10
C#CCN(C[C@H]1[C@H](OC(=O)NC2CC2)[C@H](OC(=O)NC2CC2)C[C@@H](C(=O)OC)[C@H]1C(=O)OC)S(=O)(=O)c1ccc(C)cc1,-12,2,3
COc1ccc(NC(=O)N(C)C[C@@H]2OCc3ccccc3-c3c(n(C)c4ccccc34)C(=O)N([C@H](C)CO)C[C@H]2C)c(OC)c1,3,-1,5
Cc1ccc(SCc2c(C(=O)N/N=C/c3ccco3)nnn2-c2nonc2N)cc1,1,2,-52
CCOC=C1SC(=S)N(c2ccccc2OC)C1=O,-13,-11,19
CN(C(=O)COC(=O)c1ccc(S(=O)(=O)N2CCCCCC2)cc1)c1ccccc1,-21,0,14
Cc1ccc(OCC(=O)Nc2ccc3c(c2)nc(CCN2CCCC2)n3C)cc1,11,-10,-22
COc1cccc(NC(=O)N(C)C[C@@H]2Oc3cc(Br)ccc3S(=O)(=O)N([C@@H](C)CO)C[C@H]2C)c1,-2,3,9
Cn1c(=O)c(=O)n(C)c2cc(S(=O)(=O)CCC(=O)Nc3ccccc3C(F)(F)F)ccc21,-9,4,-28
Cc1ccc(Cc2c(-c3ccc(C)cc3)nc3ccc(Cl)cn23)cc1,77*,2,-248
Cc1cnc(C2OCCO2)c2cccc([N+](=O)[O-])c12,16,-2,5
Cc1cc(NC(=O)c2cc3cc([N+](=O)[O-])ccc3s2)no1,1,1,8
C[C@@H]1CN([C@H](C)CO)C(=O)CCCn2cc(nn2)CO[C@H]1CN(C)C(=O)Nc1ccc(-c2cccs2)cc1,-3,-10,-104
COc1ccc([C@H]2C[C@H](n3cc(-c4ccc(F)cc4)nn3)[C@@H](O)CN2Cc2cccs2)cc1,14,1,-4
NS(=O)(=O)c1ccc(CCNC(=O)CSc2nc3c(sc(=S)n3-c3ccccc3)c(=O)[nH]2)cc1,-26,2,23
COc1ccc(C(C#N)CC(=O)c2ccc(OCc3ccccc3)c(OC)c2)cc1OC (stereo not drawn),11,-2,-20
Cc1ccc(OC(=O)N(C)C[C@@H]2OCc3cn(nn3)CCCC(=O)N([C@H](C)CO)C[C@H]2C)cc1,1,0,0
O=C(Nc1ccc(-c2nc3ccccc3[nH]2)cc1)C1CCCN(Cc2ccn[nH]2)C1 (stereo not drawn),-12,2,-320
Cc1cccc(-n2ncc3c2CCCC3NC(=O)c2ccncc2)c1C (stereo not drawn),-9,2,22
CC(C)COC(=O)N(C)C[C@H]1OCc2cnnn2CCCC(=O)N([C@@H](C)CO)C[C@H]1C,-10,-1,9
O=C(OCc1ccccc1F)c1cc(S(=O)(=O)N2CCCCC2)ccc1N1CCOCC1,14,3,9
CCCCCCCCSC1=CC(=O)C(OC)=C(OC)C1=O,125*,1,20
CCOC(=O)C1CCN(C(=O)c2ccc3c(=O)n4nc(Nc5ccccc5CC)sc4nc3c2)CC1,-11,2,-339
COc1ccccc1CNC(=O)COC(=O)Cn1cnc2c1c(=O)n(C)c(=O)n2C,1,0,15
CCc1ccc(C(C#N)=CC=Cc2ccccc2)cc1,4,0,-480
COc1cccc(C(=O)NC2CC3CCCC(C2)N3Cc2ccc(F)cc2)c1 (stereo not drawn),-15,3,14
COc1ccc(OC)c(N(CCN2C(=O)c3ccccc3C2=O)C(=O)C2CCC(=O)C2C)c1 (stereo not drawn),17,4,18
O=C(NCc1ccccc1C(F)(F)F)c1cccc2c1C(=O)c1ccc(N3CCC(N4CCCCC4)CC3)cc1S2(=O)=O,-21,-28,-31
O=C(Cc1csc(-c2cccc(F)c2)n1)Nc1cccc(S(=O)(=O)NC2=NCCC2)c1,-15,0,21
O=C1C=CC(=O)N1c1ccc(-c2nc3ccccc3o2)cc1,108*,-6,-196
CCSC1C(=O)N(C)C(SCC)C(=O)N1C (stereo not drawn),-15,3,9

# Record cards, as listed above. Order of screens: PfGluPho inh, SENP1 inh, SENP8 inh
# `COc1ccc([C@H]2C[C@H](n3cc(-c4ccc(F)cc4)nn3)[C@@H](O)CN2Cc2cccs2)cc1` in the list: 14, 1, -4
# `Cc1cccc(-n2ncc3c2CCCC3NC(=O)c2ccncc2)c1C` (stereo not drawn) in the list: -9, 2, 22
# `COc1cccc(C(=O)NC2CC3CCCC(C2)N3Cc2ccc(F)cc2)c1` (stereo not drawn) in the list: -15, 3, 14

# Following part:
SMILES,PfGluPho inh,SENP1 inh,SENP8 inh
Cc1c(N2CCCCC2)[nH]c2ccccc12,-2,0,15
COc1ccccc1NC(=O)C(CC(=O)O)Cc1cc(C)cc(C)c1 (stereo not drawn),-6,1,11
O=C(Nc1ccc(-c2ccco2)cc1)C1CCCN(Cc2ccco2)C1 (stereo not drawn),24,-1,-6
Cc1ccc(Cc2c(-c3ccc(C)cc3)nc3cc(C)ccn23)cc1,63*,12,-327
O=C(OCc1cn([C@@H]2CN(C(=O)c3cccs3)[C@@H](c3ccccc3)C[C@H]2O)nn1)c1ccccc1,2,3,11
O=C(CCS(=O)(=O)c1ccc(F)cc1)Nc1nccs1,-28,-1,17
CCN(CC)Cc1c(C)[nH]c2ccc(NC(C)=O)cc2c1=O,-4,2,-280
O=C(Nc1c2c(nn1-c1ccccc1)CS(=O)(=O)C2)C1CC1,2,2,8
Cc1ccn2c(=O)c(NC(=O)c3ccc4c(c3)OCO4)c(C)nc2c1,0,5,-53
C[C@H]1CN([C@@H](C)CO)C(=O)CCCn2nncc2CO[C@@H]1CN(C)S(=O)(=O)c1ccc(Oc2ccccc2)nc1,7,2,10
COc1ccc(S(=O)(=O)NCc2cccnc2)c(Cl)c1Cl,7,1,8
Cc1onc(-c2ccccc2)c1C(=O)OCC(=O)c1ccc(F)cc1,10,-2,11
C[C@H](CO)N1C[C@H](C)[C@@H](CN(C)C(=O)CC2CC2)Oc2cc(Br)ccc2S1(=O)=O,13,3,-22
O=C(OCC(=O)c1c[nH]c2ccccc12)c1ccc(F)c(S(=O)(=O)N2CCOCC2)c1,16,-7,0
CC(C)CC1C(=O)N(Cc2cn(CCC3OCCCO3)nn2)CCS(=O)(=O)N1Cc1ccc(-c2ccc(Cl)nc2)cc1 (stereo not drawn),22,0,-15
CCOc1ccc(/C=N/Nc2cc(N3CCOCC3)ncn2)c(O)c1,6,0,-21
O=C1[C@H]2[C@@H](c3ccccc3)N[C@]3(CCCN(CC4CCCCC4)C3=O)[C@H]2C(=O)N1Cc1ccccc1,1,-2,1
Nc1ncnn1Cc1ccccc1,-9,-2,19
Cc1ccc(S(=O)(=O)NC(CC(=O)OCc2ccccc2)C(=O)OCc2ccccc2)cc1 (stereo not drawn),22,2,22
CCc1c(C)c(C#N)c2nc3ccccc3n2c1NCCCN(C)C,10,-88,-153
COc1ccc(-n2ncc(C(C)NS(=O)(=O)c3cc(C)sc3C)c2C)cc1 (stereo not drawn),8,-1,6
O=C(O)CN1C(=O)C=CC1=O,10,3,13
O=C(O)c1ccccc1C(=O)Nc1ccc(Nc2ccccc2)cc1,3,5,12
COc1ccccc1Cn1c(=O)oc2ccccc21,3,2,14
N#Cc1nccc2ccc(OCc3ccc(Br)cc3)cc12,-6,3,i
CCCCCCN1C[C@H](O)[C@@H](n2cc(C3CC3)nn2)C[C@@H]1c1ccc(C)cc1,17,-4,-13
COc1ccccc1N(C)S(=O)(=O)c1ccc(C(=O)N(C)Cc2cccc(OC)c2OC)cc1,0,1,7
O=c1c(-c2ccccc2)cocc1-c1ccccc1,-5,1,18
CCN(CC)C(=O)C1=C(C)N(Cc2ccc(F)cc2)C(=O)C(CC(=O)NCCCN(C)C)C1 (stereo not drawn),11,-3,2
C=CCCC(=O)N1C[C@H]2CON(C)[C@H]2C[C@H]1c1cccc(Oc2ccccc2)c1,-2,0,2
Cc1ccc([C@H]2C[C@@H](O)[C@H](n3cc(COC(=O)c4ccccc4)nn3)CN2C(=O)c2cccs2)cc1,9,-1,11
Cc1cc(C)c(NC(=O)COC(=O)C2=COCCO2)c(C)c1,-19,0,14
Cc1ccc([C@H]2C[C@H](O)[C@@H](n3cc(-c4ccc(F)cc4)nn3)CN2C(=O)C2CCCCC2)cc1,-1,1,14
O=C(OCc1cn([C@@H]2C[C@H](c3ccccc3)N(Cc3cccs3)C[C@H]2O)nn1)c1ccccc1,1,0,7
CC(=O)OC1CCC2(C)C(CCC3C4CC=C(C(C)=O)C4(C)OC(=O)CC32)C1 (stereo not drawn),-13,0,4
CSc1ncnc2c1ncn2CCCNCCCc1ccccc1,7,-2,8
CN(Cc1ccccc1)C(=O)COC(=O)c1c[nH]c2ccccc12,-4,2,14
COc1ccc(OCC(=O)Nc2ccc3c(c2)nc(CCN2CCN(c4ccccn4)CC2)n3C)cc1,-8,1,6

# Six of these compounds in a different format.
# Each structure is followed by: PfGluPho inh, SENP1 inh, SENP8 inh
Cc1cc(NC(=O)c2cc3cc([N+](=O)[O-])ccc3s2)no1
  1, 1, 8
COc1ccccc1CNC(=O)COC(=O)Cn1cnc2c1c(=O)n(C)c(=O)n2C
  1, 0, 15
Cc1ccc(Cc2c(-c3ccc(C)cc3)nc3cc(C)ccn23)cc1
  63*, 12, -327
Cc1cc(C)c(NS(=O)(=O)c2ccc3c(c2)oc(=O)n3C)c(C)c1
  0, 6, 23
C[C@@H]1CN([C@H](C)CO)C(=O)CCCn2nncc2CO[C@@H]1CN(C)S(=O)(=O)c1ccccc1
  1, -1, 0
Cc1cc(C)n2nc(C(=O)OCC(=O)Nc3ccc(Cl)cc3)nc2n1
  14, -2, 16
